From PubChem BioAssay
SR-BI DiI inh: inhibitors of mouse SR-BI mediated HDL lipid uptake; 320,000 compounds, 0.96% hits; AID 488896; Q61009; ldlA[mSR-BI] CHO cells, DiI-HDL uptake fluorescence, 3 h; inhibition, % at 12.5 µM;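 active = mean replicate inhibition of at least 70% and a set share of replicates each scoring 70 or more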;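 also: 0% = median of neutral control wells and 100% = median of positive control wells; values of inactives mirror those of a sister screen read the other way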
Target sequence (Q61009 whole entry, looked up): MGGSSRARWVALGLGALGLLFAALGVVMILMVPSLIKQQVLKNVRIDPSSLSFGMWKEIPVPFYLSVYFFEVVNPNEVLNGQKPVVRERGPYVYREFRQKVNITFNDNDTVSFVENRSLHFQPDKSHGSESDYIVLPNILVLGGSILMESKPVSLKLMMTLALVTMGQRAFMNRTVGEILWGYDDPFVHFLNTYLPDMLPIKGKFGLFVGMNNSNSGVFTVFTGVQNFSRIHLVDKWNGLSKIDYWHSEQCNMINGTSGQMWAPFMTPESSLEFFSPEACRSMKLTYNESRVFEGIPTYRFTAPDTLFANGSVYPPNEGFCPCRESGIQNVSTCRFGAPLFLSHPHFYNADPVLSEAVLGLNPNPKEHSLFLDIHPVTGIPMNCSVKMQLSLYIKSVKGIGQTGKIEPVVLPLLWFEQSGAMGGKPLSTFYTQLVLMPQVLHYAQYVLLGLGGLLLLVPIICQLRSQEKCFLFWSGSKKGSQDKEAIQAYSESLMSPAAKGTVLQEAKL
HTR5A ag ctr: activates human HTR5A in OPRM1-OPRD1 agonist counter-screen; AID 504692; 340,000 compounds, 0.61% hits; P47898; HTR5A agonist assay, luminescence, cell-based; activation, % at 9.3 µM; in the data active = activation mostly above about 9.5%, no sharp cut-off; inactive = mostly below about 7.6%;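 also: 0% = cells with vehicle only and 100% = reference agonist; strong numbers were not always called active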
SR-BI uptake up: SR-BI HDL lipid transfer activation | CHO ldlA[mSR-BI] cells, DiI-HDL uptake fluorescence, 3 h; 100 = double the neutral-control signal | activation, % at 12.5 µM | 320,000 compounds, 0.096% hits;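 active = mean replicate activation of at least 60% and every replicate at or above 60%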;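 also: 0% = median plate neutral-control signal and 100% = twice that signal; values of inactives mirror those of a sister screen read the other way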
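System: CHO ldlA[mSR-BI] cells / Medium: HEPES-buffered (25 mM, pH 7.4) F12 plus 0.5% BSA / Probe or stimulus: labelled HDL, 10 µg/mL / Doses: single compound concentration, delivered by pin transfer / Schedule: 3 h, 37 °C / Measured by: DiI fluorescence, bottom read / Measure: cell-associated DiI fluorescence as measure of HDL uptake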
RTF Ca sens act: increases calcium sensitivity of human cardiac regulated thin filaments; P19429+P45379; IANBD-labeled TnC RTF fluorescence at EC20 calcium; 0% EC20 calcium, 100% full calcium; activation, % at 7.2 µM; 340,000 compounds, 0.24% hits; AID 493008;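 active = activation above the mean over all tested compounds plus 3 SD, cut at about 30% in these data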;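 also: rise in fluorescence read as greater calcium sensitivity of cardiac thin filaments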
dFosB act: activators of mouse delta FosB homodimer. purified delta FosB, TAMRA-CDK5 oligo fluorescence polarization; percent of positive-control signal above neutral wells. AID 493131. 340,000 compounds, 0.99% hits. activation, % at 25 µM;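 active = mean activation above about 17%, with every replicate also reaching it, limit read from the data, passing the limit was not always enough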;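 also: fluorescence polarization rise as delta FosB binds a TAMRA Cdk5 AP-1 oligo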
MITF act: activators of MITF-driven TRPM1 promoter activity in SK-MEL-5 cells | SK-MEL-5 TRPM1-promoter luciferase, 24 h; % of positive control, neutral wells = 0 | activation, % at 12.5 µM | 300,000 compounds, 0.75% hits | AID 588334;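 active = mean activation of at least 80% with every replicate also reaching 80%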;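 also: 0% = neutral control wells and 100% = parthenolide positive control wells; values of inactives mirror those of a sister screen read the other way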
Wnt act: activates Wnt/beta-catenin signaling in a reporter cell assay | activator, plate reader | activation, % at 9.35 µM | 300,000 compounds, 1.2% hits; in the data active = activation above about 30%, passing the limit was not always enough;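 also: 0% = neutral control wells and 100% = positive control wells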
CDK5 p35 inh: inhibitors of human CDK5/p35 kinase. inhibition, % at 10 µM. 330,000 compounds, 0.01% hits. Recombinant CDK5/p35, ADP-Glo luminescence, 60 min. Q00535+Q15078;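 active = highest replicate inhibition of at least 50% and at least 75% of replicates reaching 50%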;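 also: plate controls were DMSO neutral control for no effect and GW8510 at 10 µM for full effect; many of its hits are not listed in these tables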
PvdQ acylase: P. aeruginosa PvdQ acylase inhibition | AID 488965 | 340,000 compounds, 0.063% hits | inhibition, % at 10 µM | purified PvdQ acylase, fluorescence plate reader; in the data active = inhibition above about 30%, passing the limit was not always enough;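 also: 0% = vehicle neutral wells and 100% = reference inhibitor wells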
Rtt109 Vps75: inhibitors of Candida albicans Rtt109/Vps75 histone acetyltransferase | Q5AAJ8 | purified Rtt109/Vps75, ThioGlo CoA-SH fluorescence, 4 h | inhibition, % at 34.9 µM | 330,000 compounds, 0.16% hits | AID 540336;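 active = inhibition of at least 50% in every replicate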
Target sequence (Q5AAJ8 whole entry, looked up): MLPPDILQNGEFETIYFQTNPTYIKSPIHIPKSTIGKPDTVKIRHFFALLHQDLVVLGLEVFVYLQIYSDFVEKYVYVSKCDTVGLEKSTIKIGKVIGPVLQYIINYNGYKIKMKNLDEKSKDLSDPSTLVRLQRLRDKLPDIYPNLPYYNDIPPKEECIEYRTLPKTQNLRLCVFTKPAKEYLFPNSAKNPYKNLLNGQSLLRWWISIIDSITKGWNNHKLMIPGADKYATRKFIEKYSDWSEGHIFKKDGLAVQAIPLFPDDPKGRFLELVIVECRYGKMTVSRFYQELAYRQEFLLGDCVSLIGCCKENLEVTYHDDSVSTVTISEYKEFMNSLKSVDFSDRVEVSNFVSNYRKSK
Active calls of the source: *; . = not tested or not shown.

SMILES	SR-BI DiI inh	HTR5A ag ctr	SR-BI uptake up	RTF Ca sens act	dFosB act	MITF act	Wnt act	CDK5 p35 inh	PvdQ acylase	Rtt109 Vps75
O=C(NCc1ccccc1)c1ccc(S(=O)(=O)N2CCCC2)cc1	-3	7	3	4	-6	14	.	1.5	-15	0
Cc1ccc(-c2ccc(C#N)c(=O)n2CC(=O)N(C)C)cc1	19	-1	-19	5	-2	.	-1	-2.0	-13	3
Cc1ccc(C(=O)OCC(=O)N2C(C)CCCC2C)s1 (stereo not given)	-14	3	14	1	0	31	0	0.9	0	2
CC(=O)n1c(=O)oc2ccccc21	.	-6	.	1	-4	13	4	-0.3	-4	-2
O=C1NCC(Nc2ccccc2Cl)C(=O)N1 (stereo not given)	-30	0	30	-2	3	13	-6	-1.0	-2	8
CCCCc1nc2sc3c(=O)[nH]c(=S)[nH]c3c2c2c1CCC2	29	4	-29	-1	2	-1	3	1.5	-14	-1
O=C(CN1CCN(c2cccc(Cl)c2)CC1)c1ccc(O)cc1O	0	1	0	0	-2	7	4	0.1	7	0
Cc1ccc(NC(=S)NC2CCCC2)c(C)c1	26	-3	-26	9	-1	1	0	-0.6	-17	-11
COc1cc2nc(CN3CCN(S(=O)(=O)c4cc(C)ccc4C)CC3)[nH]c(=O)c2cc1OC	20	3	-20	2	-24	-6	-2	-2.8	-24	-1
CN(NS(=O)(=O)c1ccc(Cl)cc1)c1nc(C(F)(F)F)nc2ccccc12	-14	-2	14	-7	0	6	4	0.3	-10	4
COc1ccc(-c2c(C)c3ccc(O)cc3oc2=O)cc1OC	2	7	-2	-6	3	2	1	0.5	-8	-83
O=C(CSc1ccc(Cl)cc1)Nc1ccc(C2SCCS2)cc1	10	4	-10	12	-11	16	9	-0.6	-9	-2
Cc1nc(SCC(=O)N2CCCCC2)c2c(C)c(C)sc2n1	.	2	.	3	-7	-12	-2	0.8	-5	0
O=C(Nc1ccc(N2CCOCC2)c(S(=O)(=O)Nc2ccc(Cl)cc2)c1)c1ccc(=O)[nH]n1	3	2	-3	-4	-13	-6	-4	-1.2	4	-2
Cc1[nH]c2ccc3c(ncn3CCC#N)c2c1C	-6	-2	6	0	-2	-11	.	2.4	5	2
CCOC(=O)N1CCc2c(sc(NC(=O)c3ccc(S(=O)(=O)N4CCCC4)cc3)c2C#N)C1	15	-1	-15	8	-7	-7	-2	-0.8	6	14
Cc1ccc(CN2C(=O)CC(Nc3ccc(N4CCOCC4)cc3)C2=O)cc1 (stereo not given)	19	2	-19	3	-6	-7	-2	-0.5	-8	-5
c1ccc(OCCCn2nnc(-c3ccc(N4CCOCC4)cc3)n2)cc1	15	1	-15	-5	-3	20	-3	4.1	9	23
Cc1ccc(NC(=O)CSc2nnc(C)n2-c2ccccc2)cc1	-18	2	18	0	-2	4	0	-4.6	-23	-6
COc1ccc(C(=S)N2CCN(S(=O)(=O)c3ccccc3)CC2)cc1	4	1	-4	0	-11	0	-2	-0.9	-13	-7

Looked up by structure from above (two):
SMILES	SR-BI DiI inh	HTR5A ag ctr	SR-BI uptake up	RTF Ca sens act	dFosB act	MITF act	Wnt act	CDK5 p35 inh	PvdQ acylase	Rtt109 Vps75
Cc1ccc(CN2C(=O)CC(Nc3ccc(N4CCOCC4)cc3)C2=O)cc1 (stereo not given)	19	2	-19	3	-6	-7	-2	-0.5	-8	-5
O=C(CSc1ccc(Cl)cc1)Nc1ccc(C2SCCS2)cc1	10	4	-10	12	-11	16	9	-0.6	-9	-2

The results go on:
SMILES	SR-BI DiI inh	HTR5A ag ctr	SR-BI uptake up	RTF Ca sens act	dFosB act	MITF act	Wnt act	CDK5 p35 inh	PvdQ acylase	Rtt109 Vps75
Cc1cc(C)cc(N(C(C)C(=O)N2CCCC2)S(C)(=O)=O)c1 (stereo not given)	30	0	-30	9	-3	0	9	-5.5	-4	-3
Cc1cc(C)nc(SCC(=O)c2ccc(Cl)cc2)n1	-21	3	21	-7	4	-1	3	-0.3	3	-7
COc1cc(/C=C2/CC/C(=C/c3ccc(O)c(OC)c3)C2=O)ccc1O	.	23*	.	5	-26	-11	2	0.9	13	48
CC(Sc1nc(-c2ccc(F)cc2)cs1)C(=O)N1c2ccccc2CC1C (stereo not given)	30	-2	-30	-1	5	-15	-3	0.5	-8	8
COc1cc(OC)c(C(=O)OCC(=O)c2ccc3c(c2)NC(=O)CO3)cc1OC	27	3	-27	-3	1	-5	-1	0.2	-16	-6
Cc1cccc(N(C(=O)c2nsc(Cl)c2Cl)C(C(=O)NC2CCCC2)c2ccc(O)cc2)c1 (stereo not given)	8	-1	-8	-2	-9	-3	1	.	-12	12
COc1ccc(OC)c(NC(=O)CSc2nnc(-c3ccco3)o2)c1	-6	-1	6	-4	-3	3	1	1.2	0	-13
Cc1cc(SCC(=O)NC2CCCC2)nc2ccccc12	-1	9	1	-3	-9	-7	0	0.2	-6	-24
O=C(COC(=O)Cc1ccsc1)NCC1CCCCC1	-10	3	10	2	2	.	.	-0.3	-14	-11
Cc1nc2ccc(NS(=O)(=O)c3ccc4c(c3)OCCO4)cc2s1	-3	-3	3	-1	-4	-10	.	1.1	7	-6
CCN1CCN(C(=O)c2ccc(C(F)(F)F)cc2)CC1	-35	-3	35	-2	3	-8	-1	-0.1	6	15
COC(CNS(=O)(=O)c1cc2c3c(c1)CCN3C(=O)CC2)OC	-2	-1	2	4	-4	11	1	-0.1	-14	5
CCc1ccc(S(=O)(=O)NCc2cccnc2)cc1	-8	1	8	3	0	-12	-1	0.1	-1	17
COc1cccc2c(=O)c3cccc(N)c3[nH]c12	-16	-1	16	-2	-5	-8	-1	1.0	-9	-1
c1ccc(NC2=NCCN2CC2CCC2)cc1	-20	-2	20	1	-1	-9	-1	0.2	-6	-7
COc1cc(NC(=S)NCC2CCCO2)c(OC)cc1Cl (stereo not given)	-4	-4	4	-2	-3	-1	0	-2.2	-8	-3
CC1(C)CC(=O)C(C2NCCc3ccccc32)=C(O)C1 (stereo not given)	-22	0	22	5	-2	-9	.	-0.6	-7	-2
Cc1ccc(OCC(=O)NNC(=O)c2cc(C)[nH]n2)cc1	-11	4	11	0	4	2	-2	1.0	15	-10
O=C1CC(NCc2ccc3c(c2)OCO3)C(=O)N1Cc1ccc2c(c1)OCO2 (stereo not given)	-8	0	8	-4	0	-9	-5	1.0	-1	2
COC(=O)c1ccc(NC(=O)C2CCCCC2C(=O)O)cc1 (stereo not given)	-8	1	8	9	6	.	0	-1.5	-13	-2

6 compounds from above with just Wnt act and MITF act.
structure	Wnt act	MITF act
Cc1ccc(CN2C(=O)CC(Nc3ccc(N4CCOCC4)cc3)C2=O)cc1 (stereo not given)	-2	-7
c1ccc(OCCCn2nnc(-c3ccc(N4CCOCC4)cc3)n2)cc1	-3	20
Cc1ccc(NC(=O)CSc2nnc(C)n2-c2ccccc2)cc1	0	4
COc1ccc(C(=S)N2CCN(S(=O)(=O)c3ccccc3)CC2)cc1	-2	0
Cc1cc(C)cc(N(C(C)C(=O)N2CCCC2)S(C)(=O)=O)c1 (stereo not given)	9	0
Cc1cc(C)nc(SCC(=O)c2ccc(Cl)cc2)n1	3	-1

Following part.
SMILES	SR-BI DiI inh	HTR5A ag ctr	SR-BI uptake up	RTF Ca sens act	dFosB act	MITF act	Wnt act	CDK5 p35 inh	PvdQ acylase	Rtt109 Vps75
COc1ccc(OC)c(NC(=O)C(=O)c2cn(CC(=O)N3CCCC3)c3ccccc23)c1	80*	8	-80	-1	2	-4	1	1.3	2	8
Cc1cc(OCc2cn(CC(=O)c3ccc(O)cc3)nn2)ccc1[N+](=O)[O-]	6	1	-6	0	-5	2	-1	-0.2	6	-3
CCOc1ccc(N2C(=O)CC(N3CCN(c4ccc([N+](=O)[O-])cc4)CC3)C2=O)cc1 (stereo not given)	16	0	-16	2	-3	-1	0	-0.2	-9	2
Cc1ccc(CN2CCN(c3ccccc3Cl)CC2)o1	-13	0	13	-1	5	.	3	-0.8	-11	4
CCOc1ccc(NC(=O)CN(C)CC(=O)Nc2ccc(Br)cc2F)cc1OCC	63	-3	-63	15	-16	-6	-1	2.3	-11	3
CN(C(=O)c1cccc(NC(=O)Cc2cccc(NC(=O)C3CCCN(C(=O)C4CCCC4)C3)c2)c1)C1CCC1 (stereo not given)	61	2	-61	-4	-8	-10	-1	-0.3	-11	-8
COc1ccc(S(=O)(=O)NCC(=O)N(CC(=O)NCC2CCCO2)c2c(C)cccc2C)cc1 (stereo not given)	.	10	.	-2	-11	-2	-2	11	6	.
COC(=O)c1cc(CNC(=O)c2cccc(Cl)c2)ccc1OC	0	-1	0	3	-17	-12	-3	-0.5	-11	1
COc1ccccc1CNC(=O)C1CCN(S(=O)(=O)c2cccc3nonc23)CC1	.	-6	.	-1	-9	.	-2	0.8	-9	-2
CC[C@]12c3[nH]c4cc(-c5ccco5)ccc4c3CCN1C(=O)[C@@H](CC(=O)NCCC1=CCCCC1)C[C@@H]2C(=O)N1CCN(C(=O)c2ccco2)CC1	-2	1	2	-1	-33	-20	.	1.2	-5	-1
O=S(=O)(NCC1(N2CCOCC2)CCCCC1)c1ccc(F)c(F)c1F	-7	7	7	7	-3	18	0	-0.8	-9	-8
Cc1ccc(CCNC(=O)C2CCN(S(=O)(=O)c3cccc4cccnc34)CC2)cc1	36	1	-36	2	2	10	0	.	-15	-5
